# Screening data: PubChem BioAssay, National Center for Advancing Translational Sciences (NCATS)
# D1 ag: activates the human D1 dopamine receptor. 1% of 360,000 active. P21728. HEK293 T-REx D1 cells, calcium flux, agonist mode. activation, % at 2 µM; in the data active = activation above about 30%; also: 0% is about no effect
# Target sequence (P21728 whole entry, looked up): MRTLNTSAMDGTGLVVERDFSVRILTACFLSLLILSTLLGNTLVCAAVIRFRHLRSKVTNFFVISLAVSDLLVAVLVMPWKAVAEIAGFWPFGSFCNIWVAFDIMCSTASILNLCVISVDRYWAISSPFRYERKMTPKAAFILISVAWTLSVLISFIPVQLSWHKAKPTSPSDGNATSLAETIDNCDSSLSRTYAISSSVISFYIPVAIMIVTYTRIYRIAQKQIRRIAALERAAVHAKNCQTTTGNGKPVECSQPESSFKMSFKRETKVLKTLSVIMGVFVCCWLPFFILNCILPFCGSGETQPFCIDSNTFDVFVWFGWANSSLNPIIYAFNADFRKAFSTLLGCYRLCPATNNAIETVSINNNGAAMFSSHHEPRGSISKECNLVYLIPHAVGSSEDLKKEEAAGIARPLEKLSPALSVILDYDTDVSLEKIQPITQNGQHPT
#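 Agonism was scored from calcium flux recorded over 180 s (1 read/s) after pintool compound addition, following a 10-cycle baseline. Cells were inducible force-coupled HEK293 TREx D1, plated overnight at 30 C and loaded with no-wash calcium dye.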
# GRP78 ERSR act: ER stress response induction in glioma | Potency, µM, for inactives: at the highest dose activation, hits mostly activators | 0.02% of 420,000 active | U87-MG GRP78 promoter luciferase reporter, 16 h; also: potency is read from the fitted curve at half-maximal effect; series mostly up to about 76 µM; % of control where 0% means no effect; nearly all actives have a fitted effect of over 35% in size
#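 ERSR induction read as luciferase luminescence (Bright-Glo, 10 min at room temperature) in stably transfected human U87-MG glioma cells exposed to compounds for 16 h, using GRP78 as sensor.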
# D2 PAM: D2 dopamine receptor (human) potentiation; P14416; potentiation, % at 10 µM; HEK293 T-REx D2, calcium flux, EC20 dopamine potentiation; 0.34% of 340,000 active;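 active = potentiation over 3 SD above the plate norm, cut at about 30% in these data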; also: 0% is about no effect
# Target sequence (P14416 whole entry, looked up): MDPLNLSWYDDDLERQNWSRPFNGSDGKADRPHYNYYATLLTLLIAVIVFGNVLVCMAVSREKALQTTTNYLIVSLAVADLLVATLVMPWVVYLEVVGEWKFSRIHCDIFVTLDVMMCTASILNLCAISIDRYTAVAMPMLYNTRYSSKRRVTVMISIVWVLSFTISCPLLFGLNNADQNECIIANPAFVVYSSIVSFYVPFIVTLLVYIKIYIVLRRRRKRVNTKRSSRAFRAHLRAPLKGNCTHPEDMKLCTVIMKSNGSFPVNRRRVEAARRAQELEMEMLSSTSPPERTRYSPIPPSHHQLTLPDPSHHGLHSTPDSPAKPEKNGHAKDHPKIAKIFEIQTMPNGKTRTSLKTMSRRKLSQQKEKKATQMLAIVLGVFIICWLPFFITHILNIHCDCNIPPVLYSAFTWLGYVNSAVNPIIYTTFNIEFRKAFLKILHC
#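 Tetracycline-induced Hek293 Trex D2 cells, force-coupled to calcium, loaded with no-wash calcium dye. Compound added with 180 s kinetic read for agonism, then EC20 dopamine and a further 180 s read for potentiation.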
# Vif-APOBEC3G blk: Vif-A3G binding inhibition; Q9HC16; HeLa A3G-eYFP + Vif (tagged APOBEC3G with the HIV-1 protein that degrades it), YFP fluorescence, overnight; Potency, µM (titrated, usually from 46.1 µM), for inactives: top-dose activity, negative = active, hits mostly inhibitors; 0.076% of 410,000 active; AID 602310;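 also: potency is read from the fitted curve at half-maximal effect; % is scaled to controls: 0 for no effect and ±100 for the full control effect; nearly all actives have a fitted effect of over 60% in size; hits raise eYFP signal because A3G escapes Vif-driven loss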
#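 Read-out is eYFP fluorescence (Ex 488/Em 500-530) from Vif-expressing HeLa A3G-eYFP cells; more signal means A3G escaped Vif-mediated degradation. Cells plated overnight, compound pinned in, incubated overnight at 37 deg C.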
# D1 antagonist: human D1 dopamine receptor antagonism; P21728; HEK293 TREx D1 cells, calcium flux, dopamine EC80; stronger effect = lower value; activity change, negative = inhibition, % at 10 µM; AID 504652; 3.2% of 360,000 active; in the data active = activity change below about -30%; also: % is scaled to controls: 0 for no effect and ±100 for the full control effect
#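 Allosteric or orthosteric antagonism assessed as attenuation of the calcium response to EC80 dopamine, added 180 s after compound, in induced HEK293 Trex D1 cells loaded with no-wash calcium dye.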
# RXFP1 antagonist: antagonists of human relaxin receptor RXFP1; Q9HBX9; HEK293-RXFP1, relaxin-stimulated cAMP HTRF, 30 min; stronger effect = lower value; activity change, negative = inhibition, % at 57.5 µM; 0.59% of 350,000 active;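 active = activity change of -60% or lower, but not beyond a set lower limit; inconclusive = change between -60% and -40%, or beyond the set limit; inactive = change above -40%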; also: % is scaled to controls: 0 for no effect and ±100 for the full control effect
# RXFP1 ag: activates the human relaxin receptor RXFP1. Q9HBX9. HEK293T-RXFP1 cAMP TR-FRET, 30 min; response scale: percent of porcine relaxin response, buffer zero. Potency, µM (top dose mostly 57.5 µM), inactives show at the highest dose activation, actives largely listed as activators. 0.3% of 370,000 active. AID 2676; also: potency is read from the fitted curve at half-maximal effect; % is scaled to controls: 0 for no effect and ±100 for the full control effect; nearly all actives have a fitted effect of over 60% in size; many of its hits are not listed in these tables
#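 Agonist response is measured as cAMP accumulation in an RXFP1-transfected HEK293T line under PDE4 inhibition. Values are scaled between buffer-only and 29 nM porcine relaxin, and EC50s come from standard Hill equation fits.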
# Vif-A3F inh: blocks the Vif interaction with APOBEC3F; HeLa A3F-eYFP + Vif (tagged APOBEC3F with the HIV-1 protein that degrades it), YFP fluorescence increase; Potency, µM (titrated, usually from 46.1 µM), for the others: top-dose activity, negative = active; 0.2% of 390,000 active; AID 602313; also: potency is read from the fitted curve at half-maximal effect; % of control where 0% means no effect; nearly all actives have a fitted effect of over 65% in size
#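 HeLa cells stably expressing Vif plus C-terminally eYFP-tagged A3F were seeded, incubated overnight at 37 deg C, dosed with compound, incubated overnight again at 37 deg C. Yellow fluorescence (Ex 488/Em 500-530) reported blocked Vif-mediated A3F-eYFP degradation.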
# D1 potentiator: enhances dopamine response at the human D1 receptor; P21728; HEK293 TREx D1 cells, calcium flux, dopamine EC20 potentiation; potentiation, % at 10 µM; 0.036% of 360,000 active; in the data active = potentiation above about 30%; also: 0% is about no effect
# * marks the source's active call; other numbers are inactive results; ? = inconclusive; nt = no result given. Unless noted, calls follow the shape of the dose curve; as a rule, active = well fitted curve in the direction sought with a large enough effect; inconclusive = small, poorly fitted or top-dose-only effect, or another doubt; inactive = no such curve, though single readings can be large; an effect the other way counts as inactive or inconclusive. The list is partial; rates above refer to the full screens.
compound	D1 antagonist	RXFP1 ag	D2 PAM	D1 ag	RXFP1 antagonist	Vif-A3F inh	Vif-APOBEC3G blk	GRP78 ERSR act	D1 potentiator
CCCOc1ccc(CN(C(=O)c2cccc(OC)c2)C2CCS(=O)(=O)C2)cc1 (stereo not given)	-17	1.3%	-4	1	-3	19%	-1%	1%	0
Brc1ccc(CSc2ccc(-c3ccco3)nn2)cc1	18	0.1%	2	-2	?	6%	-3%	1%	7
CCc1nc(SCC(=O)c2ccc3c(c2)OCCO3)c2ccccc2n1	4	2.3%	-2	3	-9	0%	3%	15%	2
CC(C)OC(=O)/C(=C\c1ccccc1)NC(=O)c1ccccc1	5	1.2%	-6	-1	3	-9%	-4%	-2%	-3
O=C(O)CCn1[nH]c(=O)ccc1=O	3	1.1%	-1	15	3	-10%	2%	6%	2
CCOc1ccc(Nc2ncnc3scc(-c4ccc(OC)cc4)c23)cc1	13	-0.7%	1	5	-16	-2%	-10%	1%	0
COc1ccc2sc(N(CCCN(C)C)C(=O)c3ccc(S(=O)(=O)N4CCCc5ccccc54)cc3)nc2c1	3	-2.0%	-8	-1	-27	8%	-21%	-5%	3
COc1ccc(NS(=O)(=O)c2ccc3c(c2)n(C)c(=O)c(=O)n3C)cc1Cl	-1	0.6%	-3	0	nt	0%	-2%	0%	2
COc1ccc(S(=O)(=O)N2CCCOC2CNC(=O)C(=O)NCc2ccccc2F)cc1C (stereo not given)	-32*	-0.6%	0	6	-8	5%	-2%	-5%	-5
NC(=O)CSc1nnnn1-c1ccc2c(c1)OCCO2	8	-0.5%	-3	0	8	-6%	-1%	1%	-2
Cn1c(=O)[nH]c(=O)c2c1nc(CN1CCN(c3ccc(F)cc3)CC1)n2CCCc1ccccc1	-1	-1.2%	-3	3	16	-8%	-2%	0%	-3
C=CCNc1ccc(N2C(=O)C3CCC(C)CC3C2=O)cc1[N+](=O)[O-] (stereo not given)	-15	1.6%	5	2	nt	nt	nt	nt	3
COCCCN1C(=O)c2ccc(C(=O)NCc3ccccn3)cc2C1=O	3	4.0%	32*	0	0	2%	-4%	0%	-5
COc1ccc(-c2noc(CN(C(=O)c3ccc(C)cc3C)C(C)C)n2)cc1	-6	-2.0%	3	3	nt	-8%	-1%	-3%	-2
Cc1ccc2cc3cc(C(=O)NC4CCCCC4)oc3nc2c1	-11	-0.1%	17	0	0	-2%	5%	4%	0
COc1cccc(NC(=S)N(CCc2c(C)[nH]c3ccc(C)cc23)Cc2cccs2)c1	30	0.4%	0	-1	nt	4%	5%	-2%	6
O=C(CN1C(=O)S/C(=C\c2ccc(F)cc2)C1=O)NCCCn1ccnc1	-3	0.1%	1	-1	-28	6%	3%	0%	7
CCOc1ccccc1CNC(=O)Nc1cn(CC(C)C)c(=O)c2ccccc12	-9	-0.7%	-5	-1	nt	12%	-7%	-2%	4
CCc1ccc(S(=O)(=O)NCC2(N3CCOCC3)CCCCC2)cc1	3	-0.3%	nt	2	-8	1%	5%	-1%	5
CC1CC(OCC(O)C[N+]2(C)CCOCC2)CC(C)(C)C1 (stereo not given)	-17	-1.9%	-1	-4	-9	-3%	0%	1%	-3
Cc1ccc(Cl)cc1N1CCN(S(=O)(=O)c2ccc3[nH]c4c(c3c2)CCCC4)CC1	-17	3.8%	3	2	-26	-3%	2%	-2%	-4
Cc1cc(C)n(-c2ccc(C(=O)OCC(=O)Nc3ccc([N+](=O)[O-])cc3)cc2)n1	-28	-0.5%	-9	12	-15	-5%	-1%	-4%	-10
c1ccc(CSC2=NCCS2)cc1	-14	0.8%	nt	0	0	5%	0%	5%	-4
N#Cc1ccccc1Cn1c(=O)n(CCCCC(=O)NCc2ccc3c(c2)OCO3)c(=O)c2ccccc21	-23	10%	-5	0	nt	0%	-2%	-1%	2
CCN(CC)S(=O)(=O)c1cccc(NC(=O)CN2C(=O)NC3(CCOc4ccccc43)C2=O)c1 (stereo not given)	-5	2.3%	-5	9	-1	2%	-2%	-4%	-9
COCCn1c(SCC(=O)NCC2CCCO2)nc2c(c1=O)SCC2 (stereo not given)	8	7.9%	6	5	-12	-13%	0%	-5%	0
CC1CCC2(CC1)NC(=O)N(CC(=O)N1CCN(C(=O)c3cccs3)CC1)C2=O (stereo not given)	2	0.7%	-7	2	5	-3%	-1%	-1%	11
N#Cc1ccc(C(=O)NC23CC4CC(CC(C4)C2)C3)cc1	2	6.3%	21	4	2	11%	2%	2%	8
COc1cccc(/C=C/C(=O)OCC(=O)NC(=O)NC2CCCC2)c1	17	0.3%	-2	1	-4	3%	0%	-1%	5
CCCNC(=O)c1ccc2c(c1)nc(C)n2-c1cccc(Cl)c1	-5	3.4%	13	4	-1	-5%	2%	-3%	-4
COc1ccc(N(C(=O)c2snc(C(N)=O)c2N)C(C(=O)NC2CCCC2)c2cc(OC)ccc2OC)cc1 (stereo not given)	-9	4.0%	5	0	3	-6%	-3%	-7%	0
CCC(=O)N1c2nc(C(C)C)nn2C2(CCCCC2)[C@@H]2CCCC[C@@H]21	-5	0.0%	3	-3	-6	1%	7%	0%	1
CCCCn1cnc2c(SCc3ccccc3)nc(N)nc21	nt	nt	nt	nt	9	2%	-6%	4%	nt
O=C(Nc1ccc(Br)cc1)c1cnccn1	0	2.0%	-9	1	-8	-1%	1%	8%	-1
CCOC(=O)c1cc(CC)sc1NC(=O)CSc1nc2ccccc2c(=O)n1Cc1ccco1	15	1.5%	-3	5	nt	5%	0%	-3%	-4
COc1cccc(NC(=O)Cn2c(=O)n(CCCCC(=O)NCc3ccccc3Cl)c(=O)c3ccccc32)c1	5	2.1%	-2	1	nt	-2%	2%	-3%	2
CCOc1ccc(C(=O)CCC(=O)NN2CCCCC2)cc1	nt	nt	nt	nt	-2	1%	-4%	0%	nt
COc1cccc(SCC2(O)CCN(C(=O)c3ccc(Cl)cc3)CC2)c1	0	1.1%	9	3	-1	-7%	1%	-3%	-1
COc1cccc(Nc2nc(N)c([N+](=O)[O-])c(NCc3ccco3)n2)c1	9	3.6%	-6	4	-5	1%	?	0%	10
COc1ccc(C(=O)N/C(=C\c2ccco2)C(=O)NCCN2CCOCC2)cc1	-6	-1.9%	-9	3	14	-1%	1%	-2%	2
Cn1ccnc1SCC(=O)N(C1CCCCC1)C1CCCCC1	7	0.3%	-2	0	5	0%	1%	-5%	3
c1csc(-c2nc(NCCCN3CCOCC3)c3ccccc3n2)c1	-9	0.0%	8	2	-10	15%	3%	3%	-5
CCOc1ccc(OCCC(=O)NNC(=O)c2ccccc2Cl)cc1	-29	0.5%	-3	6	-11	2%	0%	-1%	-1
O=C1CCCCC/C1=N/Nc1ccc(OCc2ccccc2)cc1	-1	2.5%	nt	5	-6	-19%	-30%	-2%	-1
CC(O)CNCCCOc1ccccc1OCc1ccccc1 (stereo not given)	2	0.5%	-11	2	-16	-16%	-1%	-4%	-7
CC1CCCC(C)N1CCCNC(=O)C(=O)Nc1ccc2nc3n(c(=O)c2c1)CCCCC3 (stereo not given)	4	7.6%	-7	2	11	-9%	4%	-3%	-1
CCCCCCCCC(=O)NNC(=O)c1c(O)c2ccccc2n(CCC)c1=O	-2	-0.7%	4	3	-19	8%	3%	-1%	-1
CCNC(=O)COc1cccc2ccccc12	-4	-1.5%	-10	0	-1	9%	0%	-3%	2
O=C(COC(=O)Cc1c[nH]c2ccccc12)NC1CCS(=O)(=O)C1 (stereo not given)	3	0.6%	-2	4	-4	-9%	1%	-3%	3
CCOc1ccc2nc(N3CCCC(C(=O)N4CCN(CC)CC4)C3)sc2c1 (stereo not given)	-8	-1.1%	-16	2	nt	-4%	-4%	-2%	2
COC(=O)CSc1nn(-c2ccc(F)cc2)c(=S)s1	24	6.1%	10	7	2	8%	-3%	6%	-5
CC(C)CC(=O)NC1(C(F)(F)F)NC(=O)N(c2ccccc2)C1=O (stereo not given)	2	0.3%	-1	1	-8	-8%	-8%	4%	-6
OCC1(Cc2ccc(Cl)cc2)CCN(CC2CC=CCC2)CC1 (stereo not given)	6	0.8%	-25	10	-6	-2%	7%	-3%	-2
CC(=O)N/C(=C\c1ccccc1)C(=O)OCCCOC(=O)/C(=C/c1ccccc1)NC(C)=O	9	1.8%	-5	3	2	0%	-1%	-6%	-5
Cc1cc(N2C(=O)C(O)=C(C(=O)c3cc4ccccc4o3)C2c2ccc([N+](=O)[O-])cc2)no1 (stereo not given)	-6	1.6%	0	3	5	4%	-11%	-3%	-1
CCOC(=O)Cc1csc(N/N=C\c2ccc(N(C)C)cc2)n1	14	3.0%	8	-1	3	4%	1%	-10%	-4
COCn1c(COc2ccccc2)nc2ccccc21	27	0.6%	-10	-4	1	-1%	1%	?	-2
COc1ccccc1-c1cc(C(=O)N/N=C/C=C/c2ccccc2[N+](=O)[O-])c2ccccc2n1	-14	2.2%	7	3	-12	2%	-7%	-5%	-3
O=C(CN1C(=O)NC2(CCCC2)C1=O)OCCOc1ccc(Br)cc1	-6	-0.4%	15	0	-2	-2%	-4%	-3%	1
COc1ccccc1C(=O)COC(=O)CNC(=O)c1ccc(Br)o1	4	1.3%	-16	1	-16	-23%	0%	-3%	-2

# A draw from above in order of count of non-hydrogen atoms, falling.
compound	D1 antagonist	RXFP1 ag	D2 PAM	D1 ag	RXFP1 antagonist	Vif-A3F inh	Vif-APOBEC3G blk	GRP78 ERSR act	D1 potentiator
COc1cccc(NC(=O)Cn2c(=O)n(CCCCC(=O)NCc3ccccc3Cl)c(=O)c3ccccc32)c1	5	2.1%	-2	1	nt	-2%	2%	-3%	2
c1csc(-c2nc(NCCCN3CCOCC3)c3ccccc3n2)c1	-9	0.0%	8	2	-10	15%	3%	3%	-5
O=C(Nc1ccc(Br)cc1)c1cnccn1	0	2.0%	-9	1	-8	-1%	1%	8%	-1
